hcGAS inh = human cGAS inhibition; Q8N884; recombinant h-cGAS, ATP depletion, Kinase-Glo luminescence; inhibition, % at 12.5 µM; 290,000 compounds, 0.081% hits; AID 1259398;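 note: 0% = vehicle reaction and 100% = reaction without DNA for no activity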
Target sequence (Q8N884 whole entry, looked up): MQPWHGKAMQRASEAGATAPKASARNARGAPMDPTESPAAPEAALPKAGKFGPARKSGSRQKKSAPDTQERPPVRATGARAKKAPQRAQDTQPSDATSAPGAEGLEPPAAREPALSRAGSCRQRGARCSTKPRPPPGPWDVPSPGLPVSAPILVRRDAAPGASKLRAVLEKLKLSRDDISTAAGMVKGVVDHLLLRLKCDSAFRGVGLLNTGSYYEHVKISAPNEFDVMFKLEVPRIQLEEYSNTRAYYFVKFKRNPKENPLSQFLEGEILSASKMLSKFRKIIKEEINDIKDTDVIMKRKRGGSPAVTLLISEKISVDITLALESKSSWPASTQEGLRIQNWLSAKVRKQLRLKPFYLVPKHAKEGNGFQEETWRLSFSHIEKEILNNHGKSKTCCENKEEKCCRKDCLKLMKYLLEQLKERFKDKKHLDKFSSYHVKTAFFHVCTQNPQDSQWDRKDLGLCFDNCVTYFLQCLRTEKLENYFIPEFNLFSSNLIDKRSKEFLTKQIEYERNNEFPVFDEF
mcGAS lum = mouse cGAS inhibition by luminescence. AID 1259399. inhibition, % at 12.5 µM. recombinant cGAS, Kinase-Glo ATP depletion luminescence. 160,000 compounds, 0.15% hits. Q8C6L5;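 note: 0% = negative control wells and 100% = reference inhibitor with no enzyme activity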
NPYLR7 agonist = mosquito NPYLR7 agonism. HEK293T NPYLR7/Galpha15, GCaMP6s calcium fluorescence. activation, % at 10 µM. 270,000 compounds, 0.15% hits. AID 1259423; in the data active = activation above about 40%;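 note: 0% = vehicle and 100% = reference agonist at the receptor; some compounds past the cut are filed as inactive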
* marks the source's active call; other numbers are inactive results; . = no result given; & = joins results of further samples. Cut-off read from the data, not from the text of the source, unless noted: active = inhibition above about 40%; inactive = the rest.

Structure | hcGAS inh | mcGAS lum | NPYLR7 agonist
O=C(CN1CN(c2ccccc2)C2(CCN(C(=O)NC3CCCCC3)CC2)C1=O)Nc1ccc(F)cc1 | -3 | -6 | 3
O=C(NCCC(c1ccccc1)c1ccccc1)c1ccc(-c2cc(-c3ccc4c(c3)OCCO4)n[nH]2)cc1 | -11 | -7 | 6
Cc1ccc(Nc2cc(C)nc(N3CCN(C(=O)CC4CCCC4)CC3)n2)cc1 | -7 | . | 9
Cc1n[nH]c(C)c1CCCNC(=O)C(C)(C)NC(=O)c1cccs1 | -2 | -17 | 8
CO/N=C(/C(=O)N1CCC(O)(c2ccc(Cl)cc2)CC1)c1csc(NC=O)n1 | -1 | . | -10
COc1cc(/C=C2\C(=O)N(c3cccc(Cl)c3)N=C2C)c([N+](=O)[O-])cc1OC | -2 | -3 | -13
Fc1cccc(Nc2ccccc2)c1 | -9 | . | 16
COC(=O)c1ccc2c(c1)CN(C(=O)/C=C/c1ccc(C)cc1)CC2 | -1 | . | 3
CN(CCC(=O)N1CCC2(CCNCC2)CC1)S(C)(=O)=O | -1 | . | -6
COc1cccc(-c2nnc(SCCCC(=O)N3CCN(C(=O)c4cc(C(F)(F)F)cc(C(F)(F)F)c4)C(C)C3)n2-c2ccccc2)c1 (configuration not stated) | -7 | -7 | .
CCOCCn1c(=NC(=O)c2ccc3ncsc3c2)sc2cc(OC)c(OC)cc21 | -7 | -8 | -1
CCOC(=O)/C=C(\C)Nc1cc(-c2ccc(Br)cc2)[nH]n1 | 3 | -1 | -11
CCOC(=O)N1CCC(N2CCC(CO)(CC3CCCCO3)CC2)CC1 (configuration not stated) | -1&-13 | -11 | -1
CCOC(=O)c1c(C)nn(-c2ccc(C(=O)N(C)C(c3ccccc3)c3ccccc3)cc2)c1C | -11 | -4 | -6
Cc1cc(C)c(C(=O)NC2CCCN(CCc3ccccc3)C2)[nH]1 (configuration not stated) | -8 | -12 | 6
O=C(Nc1ccccc1COc1ccccc1)c1ccnc(Cl)c1 | 3 | . | -11
COC1(OC)N=C(N)C2(C#N)C(c3ccc(C)cc3)C12C#N (configuration not stated) | -1 | . | -1
O=C(NCc1ccc(CN2CCOCC2)cc1)c1ccc2ccccc2n1 | -10 | -17 | 15
Cc1nonc1CN(C)c1nccc(CCC(F)(F)F)n1 | -4 | . | 11
Cc1cccc(-c2cc(N)n(-c3ccc(C(=O)NCCC4=CCCCC4)cc3)n2)c1 | -5 | -4 | 23
C=CCN1C(=O)/C(=c2/sc3nc4ccccc4n3c2=O)c2ccccc21 | -2 | . | -2
CCOc1ccccc1N1CCN(C(=O)c2csc(CSc3nnc(-c4ccccc4Cl)n3-c3ccccc3Cl)n2)CC1 | 0 | 1 | -10
CCCN(Cc1ccc(SC)cc1)C(=O)c1cnc2ccccn2c1=O | -10 | . | -4
CC(C)Oc1ccc(C(=O)NCc2cccnc2N2CCN(C)CC2)cc1 | -5 | -9 | 3
CN(Cc1ccccc1CN1CCCC1)c1ncnc2[nH]ccc12 | -3 | -11 | 1
CCCCCCCC(=O)N1CCN(c2cc(Cl)nc(SCC(=O)NC3CCN(Cc4ccccc4)CC3)n2)CC1C (configuration not stated) | -7 | -2 | -1
Cc1ccc(NC(=O)c2cc(=O)c(OCc3ccccc3)c[nH]2)cc1C | 1 | . | 1
O=C(C1CCC(=O)N(C2CCCC2)C1)N1CCCCCCC1 (configuration not stated) | -7 | . | 2
COc1nc(OC)nc(-c2ccc(C(C)N3CCOCC3)cc2)n1 (configuration not stated) | -6 | . | 2
Cc1ccccc1CC(=O)N1CCOC(Cc2ccccc2)C1 (configuration not stated) | -6 | . | 25
Cc1cc2n(n1)SC(Nc1ccc(F)c(Cl)c1)N2 (configuration not stated) | -1 | . | 9
CC(C)(C)c1cnc(CNc2cccc3c2OCCO3)o1 | 8 | -4 | 4
CC(=O)C(C)n1c(=O)c2c(nc3n(-c4ccc(F)cc4)c(C)cn23)n(C)c1=O (configuration not stated) | -8 | -9 | .
N#Cc1cc([N+](=O)[O-])ccc1NC1CCCC1 | -6 | . | 1
O=C(NC(C1CC1)C1CC1)C1CC(c2ccc(Cl)s2)=NO1 (configuration not stated) | -5 | . | 3
CC(C)(C1NCCc2[nH]cnc21)N1CCOCC1 (configuration not stated) | -3 | -8 | 16
CC1(C)CN(C(=O)c2cn(CC3CCCNC3)nn2)CCO1 (configuration not stated) | -5 | . | 3
CN1CC2(CCCN(Cc3cc(C4CCCCC4)no3)CC2)OC1=O (configuration not stated) | -4 | -9 | 6
CC1CCN(C(=O)c2ccc3c(c2)CCCN3S(C)(=O)=O)CC1 | -3 | . | 3
CCOC(=O)C1(CCOC)CCN(Cc2ccc(C#CCCO)cc2)CC1 | -3 | -4 | -6
CCc1ccc(N2CC(C(=O)OCC(=O)c3ccc([N+](=O)[O-])cc3)CC2=O)cc1 (configuration not stated) | -7 | . | -8
NC(=O)Nc1ccc(C(=O)OCc2ccc(Br)cc2F)cc1 | -7 | . | 5
Cc1cccc(Cn2c(C)c(N3CCOCC3)c(C)c2C(=O)N(C)Cc2ccccc2)c1 | 2 | -6 | 5
COc1ccc(NC(=O)C2CC(=O)N(Cc3ccccc3)C(=Nc3ccc(F)cc3)S2)cc1 (configuration not stated) | -2 | . | 0
O=C(c1ccc2c(c1)OCO2)N1CCN(c2nc3nccc(-c4ccc(Cl)c(Cl)c4)n3n2)CC1 | -2 | -6 | 27
O=C(NCc1ccccc1)N1[C@@H](c2ccco2)[C@@H](CO)C[C@]12CCCCN(CCO)C2=O | -2 | -8 | 2
Cc1cc(C)nc(SCc2cc(=O)c(OC(=O)Cc3ccccc3)co2)n1 | 3 | 87* | -13
CC1(C(=O)NCc2ccco2)CCN1C(=O)CCc1cccs1 (configuration not stated) | -6 | -5 | 8

4 entries already listed, ordered by length of the SMILES, rising.
Structure | hcGAS inh | mcGAS lum | NPYLR7 agonist
O=C(NC(C1CC1)C1CC1)C1CC(c2ccc(Cl)s2)=NO1 (configuration not stated) | -5 | . | 3
COC1(OC)N=C(N)C2(C#N)C(c3ccc(C)cc3)C12C#N (configuration not stated) | -1 | . | -1
Cc1cccc(-c2cc(N)n(-c3ccc(C(=O)NCCC4=CCCCC4)cc3)n2)c1 | -5 | -4 | 23
CCOc1ccccc1N1CCN(C(=O)c2csc(CSc3nnc(-c4ccccc4Cl)n3-c3ccccc3Cl)n2)CC1 | 0 | 1 | -10

New compounds follow
Structure | hcGAS inh | mcGAS lum | NPYLR7 agonist
C=CCn1c(CSc2ccc(C)cc2)n[nH]c1=S | 8 | . | -2
CCNC(=O)N(CCOC)Cc1ccc(OS(=O)(=O)C(C)C)cc1 | -3 | -4 | 18
COc1ccc(C2c3cccn3-c3ccccc3N2C(=O)CN(C(=O)c2cc(C(F)(F)F)cc(C(F)(F)F)c2)C2CC2)cc1 (configuration not stated) | -6 | -4 | -11
CCOCCOc1nc(-c2ccccc2C)n(-c2ccc(NCC(O)Cc3ccccc3)cc2)n1 (configuration not stated) | -9 | -5 | 3
O=C(NC(Cc1ccccc1)C1CC1)c1cc(Br)c[nH]1 (configuration not stated) | -10 | -17 | -2
CCS(=O)(=O)Oc1ccc(-c2nc3ccccc3o2)cc1 | -8 | -6 | 3
COc1cccc(Cc2nc3c(c(=O)[nH]2)CN(C(=O)Nc2ccccc2OC)CC3)c1 | 1 | -4 | 5
O=C(c1cccnc1)N1CCN(c2ccc(Cl)cc2)CC1 | -5 | -5 | -10
Cc1cc(NC(=O)c2ccco2)n(-c2nc(C)c(C)c(=O)[nH]2)n1 | -10 | -6 | 5
O=C(/C(=C/c1ccccc1)c1ccccc1)N1CCCC1c1nnc2c(C(F)(F)F)cccn12 (configuration not stated) | -10 | -5 | 29
CN(Cc1ccccc1)c1nc2c(c(=O)[nH]c(=O)n2C)n1CCCc1ccccc1 | 1 | . | 5
CC(C)c1ccccc1N1C(=O)CSC1c1ccccc1NC(=O)c1ccco1 (configuration not stated) | -9 | -6 | 25
O=C(CSc1nc(=O)n(CC2CCCO2)c2c1CCC2)Nc1ccc([N+](=O)[O-])cc1 (configuration not stated) | -10 | -8 | -5
CN(C)CCSc1nnc2c(n1)[nH]c1ccccc12 | 1 | -1 | 0
CCN(CC)C(CNC(=O)C1Cc2ccccc2S1)c1ccccc1 (configuration not stated) | -1 | . | 2
CC1(C)CC2CC(C)(CN2C(=O)c2cc(-c3ccc(F)cc3)nn2-c2ccc([N+](=O)[O-])cc2)C1 (configuration not stated) | 2 | 0 | -13
CCc1ccc(-n2nnc(C(=O)OCc3nc(-c4ccc(OC)cc4OC)oc3C)c2C)cc1 | -5 | -8 | -4
CCn1nnc2c(NCCC3=CCCCC3)ncnc21 | -3 | . | 12
COCc1nc2nccc(-c3cccc4ccccc34)n2n1 | -1 | -6 | -12
CCCCOc1ccc(C(=O)NCc2nnc(SCc3cccc(OC)c3)n2-c2cc(Cl)ccc2C)cc1 | -11 | -6 | 2
C=CCn1c(SCc2c(F)ccc(C)c2Cl)nnc1-c1cc(-c2cc(OC)c(OC)c(OC)c2)nc2ccccc12 | 6 | 1 | -4
CCOC(=O)c1ccc2c(c1)nc(SCc1cc(OC)cc(OC)c1)n2CCCOC(C)C | -3 | -5 | 16
CCNC(=O)C1Cc2cc([N+](=O)[O-])ccc2N2CCN(CC(=O)N3CCCC3)CC12 (configuration not stated) | -4 | -3 | .
C=CCN(Cc1nccn1Cc1ccc(Cl)c(Cl)c1)C(=O)c1cccc(OC)c1 | -2 | -7 | 5
CC(C)N(CCN1CCCCCC1)Cc1ccc(C(=O)O)cc1 | -5 | . | 2
CCOCc1ccc(CNC(=O)C(NCC(F)(F)F)C(C)C)cc1 (configuration not stated) | -18 | . | 7
CCOCCCNC(=O)CSc1nnc(-c2ccc(OC)cc2)n1CC | -8 | . | 13
O=C(Nc1ccccc1)N1CCC(c2nnc(C3CC3)s2)CC1 | -8 | -7 | -2
Cc1nc(C(=O)N2CCSCC2c2ccccc2)c2n1CCCC2 (configuration not stated) | -8 | -16 | 3
Cc1ccc(CN2CCN(Cc3cccn3-c3ccccn3)CC2CCO)o1 (configuration not stated) | -5 | -15 | 7
OCCN(CCO)CC1CC2C=CC1C2 (configuration not stated) | 8 | . | -28
COC(=O)c1ccc(OCCOc2ccccc2OC)cc1 | -3 | . | -7
Cc1cc(C)n2nc(CC(=O)NC(C)c3ccccc3-n3cccn3)nc2n1 (configuration not stated) | -11 | . | -2
CCCC(=O)OCC(O)CN(Cc1ccco1)Cc1ccc(C)s1 (configuration not stated) | -9 | -5 | 25
Cc1cccc(-n2c(-c3ccc(Cl)cc3)cc(C(=O)NCCCN3CCCCC3C)c2C)c1 (configuration not stated) | -13 | -3 | -9
Oc1cc(O)c2c(c1)O[C@H](c1ccc(O)c(O)c1)[C@@H](O)C2 | -2&-4 | -5&-5 | -1&5
CCCc1nc(C)c(C(=O)NCC(C)N2CCc3ccccc32)s1 (configuration not stated) | -3 | . | 11
CN(Cc1ccccc1)c1onc(-c2ccccc2)c1CNCc1ccco1 | 0 | . | 27
CCN(Cc1noc(CC(C)C)n1)C(=O)C1CSC(C)(C)C(=O)N1 (configuration not stated) | -8 | -4 | .
Cn1cnc([N+](=O)[O-])c1NC1CCCCCC1 | -4 | . | 6
CC(=O)c1c[nH]c(C(=O)NCC(O)c2ccc(Cl)cc2Cl)c1 (configuration not stated) | 2 | -2 | 8
O=c1[nH]cnc2c1c(-c1ccccc1)cn2-c1ccccc1 | -3 | -2 | -6
CCn1c(C(=O)NCc2c(C)noc2C)cc2ccccc21 | -6 | . | -1
CCc1nc2n(n1)C(=O)C(C(c1ccccc1Cl)N1CCC(C)CC1)S2 (configuration not stated) | 4 | 0 | -1
CCn1cc(C(CC(=O)N(C)CCc2ccc(OC)c(OC)c2)c2cccc(OC)c2)c2ccccc21 (configuration not stated) | 2 | 1 | .
CC(NC(=O)c1sc(=S)n(-c2ccccc2)c1N)c1ccccc1 (configuration not stated) | -5 | -14 | 12
Cc1nc(-n2nc(-c3ccco3)cc2NC(=O)c2ccc(Cl)cc2)[nH]c(=O)c1C | -6 | . | 2
O=C(COCc1ccccc1)N1CCN(c2nc(Cc3ccccc3)nc3c2cnn3-c2ccccc2)CC1 | -1 | -4 | -1
CCN(CC)CCn1c2c(c(SCC(=O)Nc3nc4ccccc4s3)nc1=O)CCC2 | -3 | 1 | -1
CO[C@H](C(=O)N1C[C@H]2C[C@H](C1)[C@@H]1CCCC(=O)N1C2)c1ccccc1 | 0 | -3 | 0
COC(=O)Cn1c(CN2CCN(c3ccccc3F)CC2)nc2c1c(=O)n(C)c(=O)n2C | 0 | . | 7
O=C(NCc1ccc2c(c1)OCO2)c1cc2n(n1)CCN(Cc1ccc(F)cc1)C2=O | -2 | -7 | 14
CCn1cc(NC(=O)C2CCCc3ccccc32)ccc1=O (configuration not stated) | 2 | -2 | 0
CCOC(=O)c1[nH]ncc1CN1CCCC(N2CCN(c3ccccc3OC)CC2)C1 (configuration not stated) | -9 | . | 21
N#Cc1c(NC(=O)CSc2ncc3ccccn23)sc2c1CCC2 | -7 | . | 5
CN1C(=O)C2(CCN(S(=O)(=O)N(C)C)CC2)c2ccccc21 | -3 | -16 | 2
Cc1c(S(=O)(=O)N2CCC(C)CC2)cc(C(=O)N2CCN(C3CCCCC3)CC2)n1C | -12 | -7 | .

Molecules from the list above containing a thiophene ring, fused or not:
Structure | hcGAS inh | mcGAS lum | NPYLR7 agonist
Cc1n[nH]c(C)c1CCCNC(=O)C(C)(C)NC(=O)c1cccs1 | -2 | -17 | 8
O=C(NC(C1CC1)C1CC1)C1CC(c2ccc(Cl)s2)=NO1 (configuration not stated) | -5 | . | 3
CC1(C(=O)NCc2ccco2)CCN1C(=O)CCc1cccs1 (configuration not stated) | -6 | -5 | 8
CCCC(=O)OCC(O)CN(Cc1ccco1)Cc1ccc(C)s1 (configuration not stated) | -9 | -5 | 25
N#Cc1c(NC(=O)CSc2ncc3ccccn23)sc2c1CCC2 | -7 | . | 5

Source: PubChem BioAssay (Fisher Drug Discovery Resource Center)
